b-catenin transl = modulators of beta-catenin nuclear translocation, primary screen, imaging, HeLa cells, immunofluorescence, high-content; nuclear translocation activity, % at 5 µM; 0.3% of 190,000 active;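 active = nuclear translocation activity above 50% at 5 µM, with a well cell count of 50 or more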;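 note: per-cell ratio of nuclear to cytoplasmic median beta-catenin stain intensity; plate controls were DMSO negative control for no effect and GSK-3 inhibitor IX positive control for full effect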
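assay system = human HeLa cells, endogenous beta-catenin | times = compound treatment 24 h, 37°C, 5% CO2 | detection = Anti-beta-catenin immunofluorescence on PFA-fixed, Triton-permeabilized cells, DAPI nuclei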
Insulin prom up = insulin promoter activators in MIN6 cells, imaging, high-content screening, mouse beta cells. MIN6 insulin promoter-GFP reporter; stronger effect = higher value. 0.3% of 190,000 active. z-score at 5 µM;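 active = z-score above 3 at 5 µM with at least 500 cells counted in the well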
Yfh1-off respiration = enhancers of respiration in Yfh1-depleted yeast, dose response, Friedreich's ataxia, plus single-dose screen (AID 1465); S. cerevisiae Yfh1-off respiration, WST-1 reduction, 72 h; higher fold induction means a stronger effect; fold induction at 50 µM, or EC50 in µM where a hit was titrated; 0.074% of 220,000 active;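 active = fold induction of absorbance versus untreated yeast above a set limit, then at least 30% activation at any dose in follow-up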;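 note: activators that raise dye reduction in frataxin-depleted yeast; strong numbers were not always called active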
NOD2 inhibition = NOD2 signaling inhibitors, cell-based, luminescence, uHTS, HEK293 (AID 1566) | HEK293 NOD2/NF-kB luciferase reporter, luminescence; higher % means a stronger effect | inhibition, % at 4 µM; hits with a dose series show EC50 in µM | 0.63% of 290,000 active; in the data active = inhibition above about 50%; note: many of its hits are not listed in these tables
WT yeast gro inh = growth inhibition of WT strain, primary screen, mitochondrial fusion inhibitor project, WT and mutant strains, chemical genetic. mitochondrial fusion phenotypic screen. inhibition, % at 10 µM. 2.1% of 190,000 active. AID 1362, 2008; in the data active = inhibition above about 58%; tested in S. cerevisiae
Hep lipid drop = inhibitors of hepatocyte lipid droplet formation, primary screen, imaging, high-throughput imaging, BODIPY stain. AML12 mouse hepatocytes, oleate lipid droplets. inhibition, % at 6.5 µM. 0.4% of 240,000 active;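 active = lipid droplet intensity inhibited by at least 50%, with more than 500 cells counted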
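System: AML12 hepatocytes (mouse). Probe or stimulus: oleic acid at 100 µM to induce lipid droplet formation. Times: overnight treatment with compound plus oleate. Detection: Image-based BODIPY and DAPI two-channel analysis. Evaluation: percent inhibition of filter-corrected integrated lipid droplet intensity per well.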
Dynein cargo inh = inhibitors of GR-EGFP nuclear translocation, primary screen, dynein cargo transport inhibitor project, imaging, high-content, 3617.4 mouse cells; z-score, hits read low; 0.47% of 220,000 active; test concentration mostly 20 µM; stimulated with dexamethasone, 1 µM; stronger effect = lower value; AID 1381, 2008;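 active = plate z-score of nuclear minus cytoplasmic receptor signal below a set negative limit, without overly bright fluorescence or cell loss, cut at about -3.5 in these data, passing the limit was not always enough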;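 note: z-score of nuclear minus cytoplasmic ring GR-EGFP intensity difference per well; some compounds called inactive have numbers as strong as hits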
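Buffer or medium: tet-free, stripped-serum medium; reagent: dexamethasone at 1.0 µM final, 30 min; incubation: 48 h induction, 1 h compound, 30 min dex at 37 °C; measured by: formaldehyde fixation, Hoechst nuclear stain, 10x automated fluorescence imaging; read-out: nuclear-to-cytoplasmic GR-EGFP distribution per well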
MT stabilizer = microtubule stabilizers in HeLa cells, primary screen, imaging, high-content imaging | HeLa tubulin immunostaining HCS, 24 h; share of cells brighter than vehicle mean+2SD | % tubulin-high responders, % at 10 µM | AID 2205, 2009 | 0.83% of 200,000 active;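 active = plate Z-score above 3 for both tubulin-high and condensed-nucleus cell shares, with cell loss under 80%, at 10 µM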;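 note: anti alpha tubulin signal scored within the nucleus-defined area of each cell; some results filed as inactive read as strong as hits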
Autophagy mod = autophagy modulators in MEF cells, primary screen, imaging, high-content, MEF GFP-LC3; MEF GFP-LC3 puncta imaging; test concentration mostly 10 µM; calls only at 10 µM (by protocol); 0.98% of 190,000 active; AID 463193, 2010;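 active = percentage of spot-positive cells more than 3 SD above its plate mean, without a fluorescence outlier flag or 80% toxicity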;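 note: spot-positive cell cutoff set from DMSO-treated cells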
WT yeast gro inh mutant strain = further read-out of WT yeast gro inh, marked with its call; inhibition, %; mitochondrial fusion phenotypic screen, mutant strain inhibition
Dynein cargo inh cytoplasmic EGFP = also measured in Dynein cargo inh; calls as there; z-score; measured here: cytoplasmic GR-EGFP intensity; stronger effect = higher value
Dynein cargo inh nuclear GR-EGFP = further read-out of Dynein cargo inh, marked with its call; z-score; measured here: nuclear GR-EGFP intensity;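 lower value marks the stronger effect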
Dynein cargo inh cell count = further read-out of Dynein cargo inh, marked with its call; z-score; measured here: cell count per field
Insulin prom up cell count = recorded beside Insulin prom up, whose call it bears; cell count; measured here: cytotoxicity, nuclei count;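 total cells summed across four imaged fields per well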
Hep lipid drop cells 6.5 µM = further read-out of Hep lipid drop, marked with its call; cell count; measured here: cell count, cytotoxicity flag;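 cells counted across two imaged fields per well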
b-catenin transl cell count 5 µM = also measured in b-catenin transl; calls as there; cell count; measured here: cell count, cytotoxicity flag
MT stabilizer Hoechst-high % = further read-out of MT stabilizer, marked with its call; % Hoechst-high responders; measured here: nuclear condensation Hoechst responders;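 share of cells brighter than vehicle mean plus two SD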
MT stabilizer cytotoxicity % = recorded beside MT stabilizer, whose call it bears; toxicity, %; measured here: cytotoxicity by cell density;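 0% = mean cell density of plate MIN control wells and 100% = no cells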
Autophagy mod cell loss 18 h = further read-out of Autophagy mod, marked with its call; toxicity, %; measured here: cell loss, nuclei count;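 cell loss after 18 h compound exposure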
* = called active by the depositor; i = inactive; . = not tested or not shown.

(1) OCC(O)C1OC(Nc2ccc(Cl)cc2)C(O)C1O (stereo not drawn)
(2) OC(CNCC1(N2CCCCC2)CCCCC1)COc1ccc(Cl)cc1Cl (stereo not drawn)
(3) CS(=O)(=O)N(CC(=O)N1CCN(c2ccc(F)cc2)CC1)C1CCCCC1
(4) FC(F)(F)c1cc(C(F)(F)F)c2ccc(N3CCN(c4ccccc4)CC3)nc2n1
(5) CCN1CCN(c2cc(C(C)C)nc3c(-c4ccccc4)c(C)nn23)CC1
(6) C=CCn1c(SCC(=O)OC)nc2sc3c(c2c1=O)CCN(C)C3
(7) CCC(C)n1cnc2c(=O)oc3ccccc3c21 (stereo not drawn)
(8) COc1ccc(-c2cc(C(F)(F)F)n3nc(C)cc3n2)cc1

compound no.	1	2	3	4	5	6	7	8
b-catenin transl	1.2	-0.1	-0.5	7.1	1.3	0.9	.	-1.4
b-catenin transl cell count 5 µM	1321	1089	1455	1462	1346	1061	.	1175
Insulin prom up	0.02	-1.4	0.57	0.54	0.97	-0.17	0.91	0.31
Insulin prom up cell count	992	1544	1064	1469	1126	1286	856	985
Yfh1-off respiration	i	i	i	i	i	i	i	i
NOD2 inhibition	1%	4%	19%	17%	-18%	10%	9%	5%
WT yeast gro inh	.	22	-5	15	.	12	10	17
WT yeast gro inh mutant strain	.	14	-8	32	.	1	16	4
Hep lipid drop	10	-24	.	.	55*	-2	0	.
Hep lipid drop cells 6.5 µM	678	703	.	.	695*	643	800	.
Dynein cargo inh	-0.48	-1.8	0.28	-1.5	2.9	0.95	0.72	1.2
Dynein cargo inh cytoplasmic EGFP	-0.22	-0.26	-0.18	-0.17	-0.093	-0.21	-0.25	0.04
Dynein cargo inh nuclear GR-EGFP	0.16	-0.93	-0.74	-0.75	2	0.39	0.18	0.95
Dynein cargo inh cell count	1.5	0.98	-1.2	0.98	-2.5	0.13	0.58	-0.61
MT stabilizer	.	3.0	2.8	1.8	.	4.1	3.1	2.7
MT stabilizer Hoechst-high %	.	2.0	2.5	0.7	.	3.0	2.6	3.6
MT stabilizer cytotoxicity %	.	6.7	3.7	2.1	.	6.3	5.5	4.9
Autophagy mod	.	i	i	i	.	i	i	i
Autophagy mod cell loss 18 h	.	5	3	-5	.	-3	-33	2

Record cards, from the list above. Order of values: b-catenin transl	b-catenin transl cell count 5 µM	Insulin prom up	Insulin prom up cell count	Yfh1-off respiration	NOD2 inhibition	WT yeast gro inh	WT yeast gro inh mutant strain	Hep lipid drop	Hep lipid drop cells 6.5 µM	Dynein cargo inh	Dynein cargo inh cytoplasmic EGFP	Dynein cargo inh nuclear GR-EGFP	Dynein cargo inh cell count	MT stabilizer	MT stabilizer Hoechst-high %	MT stabilizer cytotoxicity %	Autophagy mod	Autophagy mod cell loss 18 h
Listed for C=CCn1c(SCC(=O)OC)nc2sc3c(c2c1=O)CCN(C)C3 : 0.9	1061	-0.17	1286	i	10%	12	1	-2	643	0.95	-0.21	0.39	0.13	4.1	3.0	6.3	i	-3
Listed for CCN1CCN(c2cc(C(C)C)nc3c(-c4ccccc4)c(C)nn23)CC1 : 1.3	1346	0.97	1126	i	-18%	.	.	55*	695*	2.9	-0.093	2	-2.5	.	.	.	.	.

Further records:
(9) CCOc1ccc(NC(=O)C2C3C=CC4(CN(C(C(=O)OC)C(C)C)C(=O)C24)O3)cc1 (stereo not drawn)
(10) O=C(CCc1ccccc1)Nc1ccc2ccccc2n1
(11) Cc1ccc(NC(=O)CSc2nnc([C@@H]3CCCN3C(=O)OC(C)(C)C)o2)c(C)c1
(12) CCOC(=O)c1sc2nc(CC(=O)OC)nc(NCc3ccco3)c2c1C
(13) O=C(Nc1ccc(NC(=S)NC(=O)c2cccs2)cc1)c1ccco1
(14) COc1ccc(CCNC(=O)CN(c2cc([N+](=O)[O-])ccc2OC)S(C)(=O)=O)cc1OC
(15) Cc1ccc([N+](=O)[O-])cc1-c1ccc2cccc(C)c2n1
(16) CC1(C)CC(=O)C([N+](=O)[O-])=C(NCCCC(=O)O)C1

compound no.	9	10	11	12	13	14	15	16
b-catenin transl	1.7	2.5	-2.3	1.3	-0.5	-3.0	.	-2.2
b-catenin transl cell count 5 µM	524	834	1112	1099	1612	1022	.	477
Insulin prom up	0.09	-0.6	0.76	-0.18	.	2.2	.	0.02
Insulin prom up cell count	1268	1634	1171	1223	.	1608	.	1258
Yfh1-off respiration	.	i	i	i	i	i	i	i
NOD2 inhibition	-1%	-157%	2%	7%	14%	-9%	-18%	5%
WT yeast gro inh	3	21	15	-10	1	1	-32	-1
WT yeast gro inh mutant strain	2	11	15	4	-6	0	-17	-5
Hep lipid drop	-2	48	.	-15	-23	-17	.	2
Hep lipid drop cells 6.5 µM	724	667	.	602	579	670	.	654
Dynein cargo inh	0.31	-0.82	-0.77	-1	-0.57	-0.83	0.82	2.7
Dynein cargo inh cytoplasmic EGFP	-0.29	-0.11	-0.2	0.22	-0.28	-0.26	-0.24	-0.26
Dynein cargo inh nuclear GR-EGFP	0.93	-0.37	-0.59	-0.079	0.0077	-0.38	-0.47	1.6
Dynein cargo inh cell count	-0.19	0.25	1.5	-0.36	0.4	0.57	0.3	-0.39
MT stabilizer	4.2	2.2	1.8	1.5	.	2.8	3.9	1.8
MT stabilizer Hoechst-high %	1.2	1.4	1.8	2.2	.	2.4	1.9	2.7
MT stabilizer cytotoxicity %	12	6.7	7.0	31	.	0.6	0.5	4.3
Autophagy mod	i	i	i	i	i	i	i	i
Autophagy mod cell loss 18 h	-2	20	-8	-1	8	14	-5	0

(17) O=c1cc(-c2ccccc2)c2cc3c(cc2[nH]1)OCCO3
(18) O=C(Cc1cccs1)N(c1ccc(F)cc1)C1(C(=O)NC2CCCCC2)CCCC1
(19) CCN(CC(=O)N1CCCCCC1)S(=O)(=O)c1ccc(Cl)cc1
(20) Cc1ccc(NC(=O)Cn2cnc3c(=O)n(C)c(=O)n(C)c32)c(C)c1
(21) Cc1cccc(NC(=O)CSc2nc3ccccc3o2)c1
(22) COC(=O)c1ccccc1NC(=O)C(CCS(C)(=O)=O)NC(C)=O (stereo not drawn)
(23) O=C(COC(=O)c1cccc(Br)c1)NCCC1=CCCCC1
(24) CSc1cccc(NS(=O)(=O)c2ccc3c(c2)oc(=O)n3C)c1

compound no.	17	18	19	20	21	22	23	24
b-catenin transl	-6.0	2.0	-3.2	.	-0.6	0.0	-3.6	.
b-catenin transl cell count 5 µM	1062	1120	1127	.	1017	1352	984	.
Insulin prom up	0.61	-0.41	0.1	-0.73	0.5	1.1	0.96	-0.08
Insulin prom up cell count	1313	1313	1186	1231	1828	1651	1195	982
Yfh1-off respiration	i	i	i	i	i	i	i	i
NOD2 inhibition	15%	5%	-7%	18%	-146%	5%	-8%	18%
WT yeast gro inh	5	13	13	-6	13	-3	3	-9
WT yeast gro inh mutant strain	-8	-12	13	11	17	11	6	-6
Hep lipid drop	15	-4	0	-14	-4	.	14	.
Hep lipid drop cells 6.5 µM	711	692	778	697	689	.	668	.
Dynein cargo inh	0.83	-0.69	-0.041	-0.85	-0.69	-0.54	-0.19	-0.081
Dynein cargo inh cytoplasmic EGFP	-0.26	-0.25	-0.19	-0.045	0.16	-0.28	-0.26	-0.25
Dynein cargo inh nuclear GR-EGFP	0.68	-0.52	0.055	-0.098	-0.36	-0.21	0.19	0.23
Dynein cargo inh cell count	-0.53	0.39	-0.38	-0.16	0.35	0.71	0.11	0.32
MT stabilizer	6.9	2.6	1.1	3.2	3.2	3.2	3.5	3.7
MT stabilizer Hoechst-high %	1.8	4.3	1.9	2.3	0.9	3.3	3.7	5.9
MT stabilizer cytotoxicity %	3.5	7.9	22	5.9	7.1	8.5	5.6	4.1
Autophagy mod	i	i	i	i	i	i	i	i
Autophagy mod cell loss 18 h	9	-6	0	-6	-30	0	-6	11

(25) COc1ccc(-n2c(=S)[nH]c3cc(C(=O)NC4CCCCC4)ccc3c2=O)c(OC)c1
(26) O=C(Nc1ccccc1)c1nsnc1C(=O)Nc1ccccc1
(27) CC(C)CNS(=O)(=O)c1ccc(C(=O)Nc2ccc3c(c2)OCCO3)cc1
(28) CCOC(=O)c1cccc(NS(=O)(=O)c2ccc(NC(C)=O)cc2)c1
(29) CS(=O)(=O)N(CCc1ccccc1)CC(=O)N1CCCC1

compound no.	25	26	27	28	29
b-catenin transl	1.2	0.7	1.5	.	1.0
b-catenin transl cell count 5 µM	1144	891	1432	.	1233
Insulin prom up	0.44	-0.08	-1.1	-2.1	0.3
Insulin prom up cell count	1071	1599	1207	715	859
Yfh1-off respiration	i	i	i	i	i
NOD2 inhibition	-5%	2%	-39%	49%	-8%
WT yeast gro inh	4	-12	6	-4	.
WT yeast gro inh mutant strain	7	3	-1	1	.
Hep lipid drop	6	0	.	0	2
Hep lipid drop cells 6.5 µM	690	722	.	773	622
Dynein cargo inh	-0.3	-0.13	-0.56	-1	0.16
Dynein cargo inh cytoplasmic EGFP	-0.24	-0.33	-0.22	0.36	-0.28
Dynein cargo inh nuclear GR-EGFP	-0.12	-0.091	-0.16	-0.36	0.58
Dynein cargo inh cell count	0.53	0.17	0.78	0.71	-0.84
MT stabilizer	2.6	5.4	3.2	3.6	.
MT stabilizer Hoechst-high %	2.7	1.8	1.8	2.5	.
MT stabilizer cytotoxicity %	9.3	7.3	3.2	1.5	.
Autophagy mod	i	i	i	i	.
Autophagy mod cell loss 18 h	-31	6	-7	5	.

Not all compounds are listed, so the mix of outcomes need not match the whole.
